Cdc42 wt GTP = changes GTP binding to wildtype human Cdc42; P60953; GST-Cdc42 beads, Bodipy-GTP binding, flow cytometry; actives lie on both sides; percent activity (GTP binding), % at 10 µM; 190,000 compounds, 0.2% hits; AID 761;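 active = percent activity GTP binding at least 20 points away from the 100% baseline, either down as inhibitor or up as activator; inconclusive = compound flagged as likely green fluorescent from well-wide comparison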;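 also: median bead fluorescence of bound Bodipy-FL-GTP at 100 nM; 0% = excess unlabeled GTP control and 100% = no compound control; below 100% means less GTP binding so inhibitor and above means activator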
Target sequence (P60953 whole entry, looked up): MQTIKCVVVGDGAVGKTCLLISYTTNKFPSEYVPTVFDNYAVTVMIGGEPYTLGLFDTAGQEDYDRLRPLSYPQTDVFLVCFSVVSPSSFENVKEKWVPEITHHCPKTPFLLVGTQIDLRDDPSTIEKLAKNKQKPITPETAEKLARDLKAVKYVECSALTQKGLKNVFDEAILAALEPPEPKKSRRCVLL
Mcl1-Bid inh = Mcl-1/Bid interaction inhibition; TR-FRET Mcl-1/Bid-Dy647 peptide binding, 1536-well; inhibition, % at 21.7 µM; 220,000 compounds, 0.97% hits; AID 1021;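 active = compounds that cut the binding signal by more than half at the single screening dose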;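 also: His-tagged Mcl-1 with europium anti-His antibody binding Bid BH3 peptide; 0% = Mcl-1 plus peptide wells and 100% = peptide-only wells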
Target sequence (Q07820 whole entry, looked up): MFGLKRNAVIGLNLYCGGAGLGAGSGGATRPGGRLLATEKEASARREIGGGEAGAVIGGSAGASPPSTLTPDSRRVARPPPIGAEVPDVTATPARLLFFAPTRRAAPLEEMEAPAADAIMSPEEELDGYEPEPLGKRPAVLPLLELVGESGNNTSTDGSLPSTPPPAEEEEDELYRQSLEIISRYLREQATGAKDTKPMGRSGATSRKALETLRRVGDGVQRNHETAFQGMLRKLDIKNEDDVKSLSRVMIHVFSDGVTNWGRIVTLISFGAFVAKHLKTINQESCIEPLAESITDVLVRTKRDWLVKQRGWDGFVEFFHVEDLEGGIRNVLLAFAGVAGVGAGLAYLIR
Rac1 act GTP bind = human Rac1 activated mutant GTP binding change; P63000; 190,000 compounds, 0.11% hits; percent activity (GTP binding), % at 10 µM; GST-Rac1 activated beads, fluorescent GTP binding, flow cytometry; actives lie on both sides; 100% means binding = to untreated wells;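 active = GTP binding at least 20 percentage points away from the 100% baseline, in either direction, so actives lie on both sides; inconclusive = Compound likely fluorescent itself, or too few beads counted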
Bim-Mcl-1 = human Bim-Mcl-1 interaction inhibition. Bead-based flow cytometry, Bim peptide-Mcl-1 binding. inhibition, % at 10 µM. Q07820. 190,000 compounds, 0.1% hits. AID 1009; in the data active = inhibition above about 40%;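 also: 0% = no compound tracer wells and 100% = peptide blocker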
Mcl1 Noxa PPI = disrupts binding of human Mcl-1 to Noxa peptide; Q07820; TR-FRET Mcl-1/Noxa peptide binding, 2 h; inhibition, % at 21.7 µM; 220,000 compounds, 1.5% hits;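 active = compounds that cut the protein-peptide binding signal by more than 50% relative to plate controls in a single-dose test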;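 also: His-tagged Mcl-1 with rhodamine Noxa BH3 peptide and terbium anti-His antibody; 0% = Mcl-1 plus Noxa peptide wells and 100% = peptide-only wells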
HRas wt GTP bind = human HRas wildtype GTP binding, change in either direction; GST-Ras wt beads, Bodipy-FL-GTP binding, flow cytometry; actives lie on both sides; GTP binding activity, % at 10 µM; 190,000 compounds, 0.14% hits; AID 759;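 active = GTP binding activity at least 20% away from the 100% baseline, either lowered as inhibitor or raised as activator; inconclusive = flagged as likely green fluorescent, judged across all proteins in the well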;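 also: 0% = unlabeled GTP competition control and 100% = no-compound control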
Target sequence (P01112 whole entry, looked up): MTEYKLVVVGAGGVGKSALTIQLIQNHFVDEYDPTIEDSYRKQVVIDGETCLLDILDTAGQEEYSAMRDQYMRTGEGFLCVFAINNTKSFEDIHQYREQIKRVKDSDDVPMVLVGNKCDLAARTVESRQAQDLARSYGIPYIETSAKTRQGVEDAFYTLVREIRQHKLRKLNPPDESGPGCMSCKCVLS
RGS8-Gao = modulates binding of RGS8 to human Galphao; 220,000 compounds, 0.34% hits; response (percent of control binding), % at 10 µM; multiplexed bead flow cytometry; actives lie on both sides; AID 1423; P09471; in the data active = response below about 60% or above about 140%; inactive = in between;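 also: Galphao activated as the GDP aluminium fluoride complex binding bead-coupled RGS8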
Pf gametocyte = P. falciparum stage V gametocyte viability inhibition; 150,000 compounds, 0.065% hits; inhibition, % at 10.9 µM; AID 743093; P. falciparum stage V gametocytes, ATP luminescence, 24 h;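 active = inhibition above the mean plus 3 SD of compounds within the control limits, set per campaign, cut at about 38% in these data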;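 also: 0% = DMSO wells and 100% = medium only without gametocytes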
Rab7 wt modul = modulators of GTP binding to dog Rab7 wildtype GTPase; GTP binding activity (percent of control), % at 10 µM; GST-Rab7 beads, fluorescent GTP binding, flow cytometry; actives lie on both sides; untreated = 100%, excess cold GTP = 0%; AID 758; 190,000 compounds, 0.055% hits;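 active = fluorescent GTP binding to Rab7 beads changed by at least 20 points from the 100% baseline, either direction, mostly lower; inconclusive = compound itself probably fluorescent, or too few beads counted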;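 also: median green fluorescence of bound Bodipy-FL-GTP per Rab7 bead population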
Rab2 wt GTP = changes GTP binding to wildtype dog Rab2A, up or down | P61105 | GST-Rab2 wt beads, Bodipy-GTP binding, flow cytometry | GTP binding activity, % at 10 µM | 190,000 compounds, 0.19% hits | AID 760;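 active = GTP binding activity at least 20 points away from 100%, either lowered or raised; inconclusive = signal likely due to the compound's own green fluorescence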;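 also: 0% = beads with excess unlabeled GTP and 100% = no-compound control corrected for plate trend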
Rac1 wt GTP bind = modulators of human Rac1 wildtype GTP binding; P63000; GST-Rac1 beads, fluorescent GTP binding, flow cytometry; actives lie on both sides; 0 = cold GTP competed, 100 = untreated; GTP binding activity (% of control), % at 10 µM; 190,000 compounds, 0.27% hits; AID 757;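 active = GTP binding activity at least 20 points away from the 100% control level, either lower or higher; inconclusive = compound flagged as likely green fluorescent, judged across all proteins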
Active calls of the source: *; ? = inconclusive; . = not tested or not shown. Rows were taken by chance; any-hit rate near 2.9%.

SMILES	Cdc42 wt GTP	Mcl1-Bid inh	Rac1 act GTP bind	Bim-Mcl-1	Mcl1 Noxa PPI	HRas wt GTP bind	RGS8-Gao	Pf gametocyte	Rab7 wt modul	Rab2 wt GTP	Rac1 wt GTP bind
O=C(Cn1cc(C(F)(F)F)ccc1=O)N/N=C/c1ccc(Cl)cc1	104	-8	102	-9	12	98	96	7	97	101	104
Cc1cc(C)cc(NC(=O)CSc2nnc(-c3ccccc3C)o2)c1	96	6	95	-4	14	97	88	22	99	98	94
COC(=O)[C@H](CCSC)NC(=O)Nc1ccc(C)cc1C	100	-43	100	-3	4	99	92	.	99	101	104
COc1cccc(Sc2ccccc2CN(C)C)c1	103	-21	100	0	5	102	101	16	97	101	106
O=C1c2ccccc2NC(c2ccccn2)N1NS(=O)(=O)c1ccccc1 (stereo not given)	94	-3	94	1	17	93	101	-21	94	94	94
COc1ccc(OCCn2cc(/C=N/NC(=O)c3ccncc3)c3ccccc32)cc1	101	-18	99	3	6	101	91	1	100	100	102
CCOC(=O)N1CCC(NC(=O)CCCN2C(=O)CSc3ncccc32)CC1	94	0	95	0	-5	95	94	.	94	92	93
CC(C)=C1C2C=CC1C(C(=O)Nc1cc(C)ccc1C)C2C(=O)O (stereo not given)	100	-6	100	0	-1	100	102	-20	97	99	104
COC(=O)C1=C(C)N(CCc2ccccc2)C(=O)C1(NS(=O)(=O)c1ccc(NC(C)=O)cc1)C(F)(F)F (stereo not given)	101	-22	98	0	2	103	101	.	101	101	104
O=C1C2C3C=CC(CC3)C2C(=O)N1/N=C/c1ccccc1O (stereo not given)	97	-28	97	0	-10	96	100	.	93	96	97
Cc1cccc(-c2noc(C3CCCCC3)n2)c1	105	-32	101	2	-14	99	99	-3	98	99	103
C=CCCCOc1ccc(C(=O)O)cc1	103	-20	100	1	3	102	101	20	104	102	109
O=C1CSc2ccc(C(=O)Nc3cccc(S(=O)(=O)Nc4ccc(Br)cc4)c3)cc2N1	93	8	90	-4	19	96	94	-4	105	97	96
S=C(Nc1cccnc1)NC1CCCC1	106	-67	98	-5	0	99	99	.	104	100	104
COc1ccc(NC(=O)CSc2nc(C)cc(C)n2)c([N+](=O)[O-])c1	97	-22	96	-1	10	101	105	-15	104	99	103
O=C1CCCC2=C1C1(CCCCC1)N=C(Nc1nc3ccccc3o1)N2	99	12	98	-8	7	102	102	.	99	98	104
O=[N+]([O-])c1cccnc1-n1cnc2ccccc21	104	-15	103	-4	7	103	103	-14	103	102	104
CNc1nc(-c2ccccn2)nnc1-c1ccccc1	?	-23	?	0	-10	?	96	9	?	?	?
CCOC(=O)c1[nH]c(C)c(C(=O)OCc2c(C)noc2C)c1C	101	-26	97	-1	-1	101	99	16	104	101	103
Fc1ccccc1CNc1ccc(Cl)cc1	97	-27	92	0	8	98	104	4	93	90	98
Cc1cccc(C)c1NC(=O)Cn1nnc(-c2ccc(CN3CCC(C)CC3)cc2)n1	98	-40	93	0	-13	97	101	6	104	96	96
CC(C)CN(C(=O)CN1CCN(c2ccc([N+](=O)[O-])cc2)CC1)c1c(N)n(CC(C)C)c(=O)[nH]c1=O	95	-16	95	-2	10	96	103	-44	97	96	98
O=C(O)CC/C(=C\c1ccccc1[N+](=O)[O-])c1nc2ccccc2s1	73*	3	74*	-1	7	80	101	6	90	76*	81
CCOC(=O)N1CCN(C(=O)COc2ccc(S(=O)(=O)Nc3ccc(OCC)cc3)cc2)CC1	97	-22	97	0	-1	98	101	21	99	97	98
Cc1cc(Cl)ccc1C(=O)C1CCCN(C(=O)c2cscn2)C1 (stereo not given)	93	-17	94	0	-3	92	103	.	91	95	91
CCCCC(=O)Nc1nc(C)c(-c2csc(Nc3ccc(Cl)cc3)n2)s1	99	-23	95	-3	13	96	99	.	100	97	96
CCOc1ccc(-c2c(C)n([O-])c3c([n+]2=O)CCCCC3)cc1	96	-28	94	0	8	100	100	-7	106	101	98
C=CCn1c(C)cc(C(=O)Cn2ncc(Cl)c(Cl)c2=O)c1C	104	-76	103	-5	86*	101	96	0	98	99	106
CNC(=O)c1ccc(-c2sc3nc(N4CCOCC4)c4c(c3c2N)CCCC4)o1	90	-30	92	-2	28	93	102	-12	97	88	93
C=CCNC(=O)C(=O)NCC1CCCN1CC (stereo not given)	98	-27	96	-5	14	97	98	-1	107	99	93
CCOC(=O)C(Cc1ccc(Cl)cc1Cl)c1ccno1 (stereo not given)	93	8	94	0	20	95	102	11	94	94	99
CCOC(=O)C(=CNc1cc(C)nn1C(C)(C)C)C(=O)OCC	101	-11	98	-1	18	100	101	-5	99	98	100
O=C(CSc1nnc(Cn2nnc(-c3ccccc3)n2)n1-c1ccccc1)Nc1ccccc1	103	-20	101	-2	13	103	102	.	106	103	109
O=C(COc1ccccc1)Nc1ccccc1N1CCCCC1	98	-12	97	1	-9	100	108	9	100	98	99
COC(=O)C(C)n1cnc2c(nnn2-c2ccc(OC)cc2)c1=O (stereo not given)	105	-15	102	-5	7	102	101	.	99	103	104
CN(C)c1nc(Cl)cc(N2CCOCC2)n1	101	-7	99	-3	-1	101	94	.	98	100	104
CC(C)Cn1c(-c2csc(C(C)C)c2)n[nH]c1=S	95	-69	94	1	25	94	97	-6	97	93	95
COc1ccccc1OCCCCOc1ccccc1F	95	-10	93	-1	.	95	104	.	96	95	90
Cc1c(-c2ccccc2)nc2ccccc2c1C(=O)OCC(=O)Nc1ncc(C(F)(F)F)cc1Cl	98	-40	97	0	-28	95	100	4	91	98	93
CCOc1ccccc1N(C(=O)Nc1ccc(Cl)cc1)C1=NC(C)CS1 (stereo not given)	100	-2	99	-4	10	99	101	-10	102	102	104
Cc1nnc(NC(=O)CSC2CCCCC2)s1	100	-9	97	0	5	99	105	.	101	100	98
CCN(CC)S(=O)(=O)c1ccc(NC(=O)C(C)N(c2ccccc2)S(C)(=O)=O)cc1 (stereo not given)	102	-2	100	-4	13	105	97	-4	99	101	105
COc1ccc(/C=C2\OC(=S)N(C)C2=O)cc1	103	-12	101	-4	11	102	108	12	101	100	105
CC(=O)c1c(N2CCN(C(=O)c3ccco3)CC2)nc(=S)n(-c2ccccc2)c1C	94	-23	94	-1	.	94	99	.	92	94	90
Cc1ccccc1OCCSc1nc2ncnc(N)c2[nH]1	94	-6	93	-2	-17	98	102	10	99	97	93
Cc1ccc(C2CC(=O)NC3=C2C(=O)CCC3)cc1Br (stereo not given)	107	3	101	0	-11	104	99	-7	103	102	108
CNC(=O)COC(=O)[C@@H](Nc1ccc(S(=O)(=O)N2CCOCC2)cc1[N+](=O)[O-])C(C)C	98	-1	95	-4	8	96	104	4	101	99	103
O=C(/C=C/c1ccoc1)c1ccccc1O	105	-19	101	-4	22	100	100	-8	99	100	103
COc1ccc(N2C(=O)CC(N3CCC(O)(c4cccc(C(F)(F)F)c4)CC3)C2=O)cc1 (stereo not given)	99	-36	99	-6	19	98	97	.	100	99	103
COC(=O)c1c(NC(=O)C2CC2)sc(C(=O)Nc2ccccc2)c1C	?	-19	?	0	-1	?	104	-9	?	?	?
COc1ccc(CSc2n[nH]c(C)n2)cc1Br	99	-6	99	0	-4	100	100	.	100	98	101
CCn1c(-c2cc3c(C(F)(F)F)nn(C)c3s2)n[nH]c1=S	99	-33	98	-2	72*	101	97	-10	100	96	99
Cc1ccccc1OCC(=O)NCc1ccccc1	97	-10	97	2	4	96	102	11	93	96	99
NS(=O)(=O)c1ccc(NC(=O)CSc2ncn[nH]2)cc1	96	-15	97	1	6	96	100	-14	98	95	94
COc1ccc(CNc2nc(-c3ccccc3)nn2C(=O)c2cccs2)cc1	101	-28	98	-4	1	101	101	-12	101	102	104
COc1ccc([N+](=O)[O-])cc1NC(=O)CSc1nc(C)c(C)c(C)n1	98	-3	101	-7	8	99	112	-6	95	99	99
Cc1ccc(N2CCN(C3=NC(=O)C(Cc4ccccc4)S3)CC2)cc1 (stereo not given)	99	-23	98	-3	11	99	99	.	97	100	101
COc1ccc(C(=O)O)cc1S(=O)(=O)N(C)CCc1cccnc1	103	-18	101	4	-9	102	101	20	101	101	107
Cc1nn(-c2ccccc2)c(Cl)c1/C=N/NC(=O)CNC(=O)c1ccccc1Cl	98	-3	98	-8	8	96	99	.	97	96	102
CC(C)N(C)C(=O)c1ccc(OC2CCN(CCc3ccccc3)CC2)cc1	97	-1	95	-3	0	97	105	15	96	95	99

(more compounds)
SMILES	Cdc42 wt GTP	Mcl1-Bid inh	Rac1 act GTP bind	Bim-Mcl-1	Mcl1 Noxa PPI	HRas wt GTP bind	RGS8-Gao	Pf gametocyte	Rab7 wt modul	Rab2 wt GTP	Rac1 wt GTP bind
O=C(COc1ccc(Br)cc1)N1CCN(c2ccccc2)CC1	100	9	98	0	-15	101	98	.	103	100	102
CN=C(Cc1ccccc1)C1=C(O)CC(C)(C)CC1=O	98	4	100	-2	10	98	106	-5	98	99	99
Cc1c(Cl)cn2c(=O)cc(CN3CCN(c4ccc(F)cc4)CC3)nc2c1Cl	91	-25	92	0	5	96	100	.	96	94	98
O=C(CNC(=S)NC(=O)c1ccccc1)c1ccccc1	96	-39	99	-1	7	99	105	3	96	99	100
CCOc1ccccc1N1C(=O)c2ccc(C(=O)O)cc2C1=O	104	12	99	-5	0	102	93	.	106	102	104
COc1ccc(C(=O)Nc2ccc(C(=O)NCCc3ccc(OC)c(OC)c3)cc2)cc1	94	36	96	-2	5	97	95	24	97	97	97
CC(=O)N1CCN(Cc2cc(=O)n3cc(Cl)c(C)c(Cl)c3n2)CC1	105	-44	102	-146	10	101	98	.	97	99	107
O=C(N/N=C/c1ccc(N2CCCCC2)o1)c1ccccc1	101	-43	100	-8	32	98	80	1	97	97	100
COc1ccc(Cn2nnc3c(=O)[nH]c(C4CCN(C(=O)c5ccccc5Cl)CC4)nc32)cc1	100	-1	99	-5	-15	99	100	.	96	98	104
COc1ccc(CCNC(=O)c2ccc(=O)[nH]c2)cc1	98	-17	96	-3	2	97	99	-6	97	98	96
CCOC(=O)c1ccc(N2C(=O)CC(N3CCCC(C)C3)C2=O)cc1 (stereo not given)	100	-17	100	0	6	99	94	.	102	102	103
COc1cccc(S(=O)(=O)Nc2cccc(C(=O)N3CCOCC3)c2)c1	96	-3	94	-3	-3	97	94	.	95	98	101
CCCCCn1c(CN2CCN(C(=O)OCC)CC2)nc2c1c(=O)[nH]c(=O)n2C	104	-29	99	-2	0	105	101	-6	98	106	103

Screening data (PubChem)
